PKM2 act = PKM2 (human) enzyme activation; P14618; purified PKM2, Kinase-Glo ATP luminescence, activation; response scale: 0% is enzyme alone, no compound; Potency, µM (titrated, usually from 57.5 µM), inactives show at the top dose activation, usual class: activators; hit rate 0.34% among 260,000; also: potency is read from the fitted curve at half-maximal effect; % is scaled to controls: 0 for no effect and ±100 for the full control effect; nearly all actives have a fitted effect of over 55% in size
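Purified hPK-M2 (>95% pure) converted ADP (0.1 mM final) to ATP with 0.5 mM PEP in 50 mM imidazole pH7.2, KCl, MgCl2, Tween 20, BSA; 1 h at room temperature. ATP detected by Kinase-Glo luminescence.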
GALK inh = galactokinase (human) inhibition; AID 1868; Purified GALK, Kinase-Glo residual ATP luminescence; hit rate 0.007% among 270,000; Potency, µM (top dose mostly 57.5 µM), for the others: at the highest dose activity change, negative = inhibition, usual class: inhibitors; also: potency is read from the fitted curve at half-maximal effect; % is scaled to controls: 0 for no effect and ±100 for the full control effect
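ATP-depletion format; final 35 uM ATP, 100 uM D-galactose, 5 nM enzyme; pH 8.0 HEPES/Mg2+ buffer; 60 min RT; luminescence read 10 min after detection reagent.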
Mito fusion yeast = blocks mitochondrial division or promotes mitochondrial fusion; S. cerevisiae fusion-defective mutant growth rescue, CellTiterGlo 48 h; Potency, µM (top dose mostly 46.1 µM), for the others: top-dose growth rescue (activation), hits mostly activators; hit rate 0.23% among 320,000; AID 485298;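 also: potency is read from the fitted curve at half-maximal effect; % of control where 0% means no effect; nearly all actives have a fitted effect of over 45% in size; temperature-sensitive fusion mutants such as fzo1-1 at 37 °C on non-fermentable ethanol glycerol medium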
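Luminescent cell viability in 1536-well qHTS format served as the measure of rescued growth in ts fusion-mutant S. cerevisiae cultured on non-fermentable YPEG for 48 hours at 37C.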
Chronic BCR inh = inhibitors of chronic active B-cell receptor signaling. ABC-DLBCL IkBa-CBG/CBR reporter, luminescence ratio, 4 h. Potency, µM (doses to about 46.1 µM), without a hit: at the top dose ratio change, negative = lower green/red ratio, usual class: inhibitors. hit rate 0.05% among 340,000. AID 493014; active = well fitted inhibition curve with a large enough effect in the signal ratio, with a control signal flat, not every such curve was filed as active; inconclusive = small, poorly fitted or top-dose-only effect, or effect the other way, or a change in a side signal; the % refers to the signal ratio;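 also: potency is read from the fitted curve at half-maximal effect; plate controls were basal doxycycline-induced cells for no effect and cells given 10 µM MG132 for full effect; MG132 reads +100%, hits lower the ratio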
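Concentration-response series (up to 46 uM) were applied to TMD8 dual-reporter cells for 4 h at 37C with doxycycline. Green/red ratio, after filter-overlap correction, defined %Activity; red signal alone was normalised to basal cells and zero luminescence.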
ASM inhibitor = human S-ASM enzyme inhibition. AID 504937. placental ASM, HMU-PC fluorogenic substrate, 60 min. hit rate 0.006% among 340,000. Potency, µM (doses to about 57.5 µM), without a hit: at the highest dose activity change, negative = inhibition, most hits filed as inhibitors. P17405; also: potency is read from the fitted curve at half-maximal effect
Target sequence (P17405 47-631 limits assumed): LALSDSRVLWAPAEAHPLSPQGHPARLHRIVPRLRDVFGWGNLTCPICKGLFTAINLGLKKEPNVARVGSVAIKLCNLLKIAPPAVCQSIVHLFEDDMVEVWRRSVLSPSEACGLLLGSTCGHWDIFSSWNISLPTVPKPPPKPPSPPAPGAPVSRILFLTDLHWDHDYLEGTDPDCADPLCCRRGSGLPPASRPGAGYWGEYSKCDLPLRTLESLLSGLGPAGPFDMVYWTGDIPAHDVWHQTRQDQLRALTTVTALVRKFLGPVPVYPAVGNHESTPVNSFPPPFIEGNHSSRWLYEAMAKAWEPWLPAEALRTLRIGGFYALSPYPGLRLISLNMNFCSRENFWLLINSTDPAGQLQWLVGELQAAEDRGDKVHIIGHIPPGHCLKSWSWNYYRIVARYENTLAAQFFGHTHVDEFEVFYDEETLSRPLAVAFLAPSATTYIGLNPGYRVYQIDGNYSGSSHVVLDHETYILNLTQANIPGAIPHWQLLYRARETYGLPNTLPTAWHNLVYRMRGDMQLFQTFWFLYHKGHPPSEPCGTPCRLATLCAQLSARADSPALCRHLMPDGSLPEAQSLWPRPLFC
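qHTS format. ASM enzyme prepared from human placenta hydrolyses the fluorogenic substrate HMU-PC0 (9 uM final) over 60 min at 37 °C after a 10 min compound preincubation.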
hERG WT inh = blocks the wildtype human KCNH2 potassium channel | activity change, % at 1.84 µM | U2OS, BacMam KCNH2, thallium flux FluxOr; stronger effect = lower value | hit rate 0.37% among 340,000 | Q12809 | AID 720551;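 active = maximum activity change below -70%; inconclusive = maximum activity change between -70% and -50%; inactive = maximum activity change above -50%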; also: % is scaled to controls: 0 for no effect and ±100 for the full control effect
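U2OS cells were transduced with wild-type KCNH2 virus (2.03 x 10^8 / mL) for 4 h at room temperature, then cultured overnight at 37 C. Thallium flux was read with FluxOr dye. Rate constants were normalized to DMSO controls.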
Menin-MLL TR inh = inhibitors of human menin-MLL interaction, mutant MLL peptide | O00255 | Menin + Texas Red MLL mutant peptide, fluorescence polarization | Potency, µM (doses to about 61.6 µM), without a hit: at the highest dose FP activity change, negative = inhibition, hits mostly inhibitors | hit rate 0.23% among 270,000; active = well fitted inhibition curve with a large enough effect in the polarisation, with a control signal flat, not every such curve was filed as active; inconclusive = small, poorly fitted or top-dose-only effect, or effect the other way, or a change in a side signal; inactive = no such curve, though single readings can be large or run the other way; the % refers to the polarisation; also: potency is read from the fitted curve at half-maximal effect; % of control where 0% means no effect; many of its hits are not listed in these tables
TSHR antagonist = antagonists of human thyroid stimulating hormone receptor | activity change, negative = inhibition, % at 11.5 µM | TSHR-expressing cells, TSH-stimulated cAMP HTRF, 2 h; stronger effect = lower value | P16473 | hit rate 0.2% among 330,000;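 active = activity change below a set negative limit, meaning inhibition stronger than a set level, cut at about -70% in these data; inconclusive = activity change between two set negative limits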; also: % is scaled to controls: 0 for no effect and ±100 for the full control effect
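Read-out is FRET at 665 nm (cryptate excitation 337 nm) from a cryptate-tagged anti-cAMP antibody, competed by cell cAMP against cAMP-d2. Compounds are tested on freshly harvested TSHR cells challenged with 4nM TSH (EC80) for 2 hours at 37 deg C.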
USP2a block = inhibitors of human ubiquitin-specific protease USP2a; Potency, µM (top dose mostly 38.3 µM), without a hit: at the top dose activity change, negative = inhibition, actives largely listed as inhibitors; USP2 core, Ub-CHOP2 coupled fluorogenic reporter, 485/531; O75604; AID 463254; hit rate 0.01% among 330,000;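 also: potency is read from the fitted curve at half-maximal effect; plate controls were DMSO wells for no effect and full inhibition by NEM control for full effect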
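Cell-free coupled assay: 10nM USP2 core preincubated 30min RT with compound in Tris-HCl pH 8.0/CaCl2/CHAPS buffer, then 25nM Ub-CHOP2 and 25nM reporter substrate; fluorescence (Ex 485/Em 531) read after 60min RT, normalized to NEM inhibition, concentration-response curves fitted.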
MBNL1 CUG block = MBNL1-poly(CUG) RNA binding inhibition; Q9NR56; TR-FRET MBNL1-His/biotin-(CUG)12 binding, 665/545 ratio; Potency, µM (series often up to 57.5 µM), for inactives: top-dose activity change, negative = inhibition, hits mostly inhibitors; hit rate 0.036% among 280,000; AID 2675; active = well fitted inhibition curve with a large enough effect in the signal ratio, with a control signal flat, not every such curve was filed as active; inconclusive = small, poorly fitted or top-dose-only effect, or effect the other way, or a change in a side signal; inactive = no such curve, though single readings can be large or run the other way; the % refers to the signal ratio; also: potency is read from the fitted curve at half-maximal effect; % is scaled to controls: 0 for no effect and ±100 for the full control effect
Target sequence (Q9NR56 whole entry, looked up): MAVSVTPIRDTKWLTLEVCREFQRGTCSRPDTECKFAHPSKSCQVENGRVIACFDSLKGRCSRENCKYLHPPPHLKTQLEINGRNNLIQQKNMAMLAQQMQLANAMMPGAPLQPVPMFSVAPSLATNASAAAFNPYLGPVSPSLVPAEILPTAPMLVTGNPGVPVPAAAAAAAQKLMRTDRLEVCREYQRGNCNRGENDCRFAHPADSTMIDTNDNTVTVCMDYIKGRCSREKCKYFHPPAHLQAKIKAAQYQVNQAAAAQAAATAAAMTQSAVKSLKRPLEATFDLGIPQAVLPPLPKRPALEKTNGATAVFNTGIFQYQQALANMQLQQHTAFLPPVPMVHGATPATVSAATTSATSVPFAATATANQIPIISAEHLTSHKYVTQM
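Inhibition of protein-RNA binding appears as loss of TR-FRET between terbium anti-His antibody on MBNL1-His and streptavidin-XL665 on biotin-(CUG)12. Activity is normalized to buffer-only and uninhibited-complex controls.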
Eya2 phos inh = inhibitors of human Eya2 phosphatase activity; hit rate 0.006% among 330,000; AID 488837; recombinant Eya2, OMFP fluorescence dephosphorylation (OMFP is methylfluorescein phosphate); Potency, µM (doses to about 76.9 µM), inactives show at the top dose activity, negative = inhibition, most hits filed as inhibitors; O00167; also: potency is read from the fitted curve at half-maximal effect; % is scaled to controls: 0 for no effect and ±100 for the full control effect
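Eya2 (0.2 uM) preincubated 10 min at ambient with compound, then OMFP substrate added at 50 uM; 10 min reaction in 50 mM HEPES pH 7.5, 50 mM NaCl, 5 uM MgCl2, 0.05% BSA, 1 mM DTT. Fluorescence read at Ex 485/Em 525 nm.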
Active calls of the source: *; ? = inconclusive; nt = not tested or not shown; & = joins results of further samples; [ ] = another dose, or the depositor's remark. Unless noted, calls follow the shape of the dose curve; as a rule, active = well fitted curve in the direction sought with a large enough effect; inconclusive = small, poorly fitted or top-dose-only effect, or another doubt; inactive = no such curve, though single readings can be large; an effect the other way counts as inactive or inconclusive. An excerpt, so the mix of outcomes need not match the whole.

Sequence of screens – PKM2 act	GALK inh	Mito fusion yeast	Chronic BCR inh	ASM inhibitor	hERG WT inh	Menin-MLL TR inh	TSHR antagonist	USP2a block	MBNL1 CUG block	Eya2 phos inh
1: COc1ccc2[nH]c(C)c(CCNC(=S)Nc3cccc(C)c3C)c2c1
→ -1%	nt	0%	0%	-6%	2	16%	-4	2%	0%	-3%
2: CCOC(=O)CSc1nc2c(sc(=S)n2-c2ccc(OCC)cc2)c(=O)[nH]1
→ 12%	0%	4%	1%	-1%	-1	?	-5	0%	?	-23%
3: Cc1cccc(N2CCN(S(=O)(=O)c3ccc(-c4ccc(=O)[nH]n4)o3)CC2)c1C
→ nt	0%	-9%	-1%	-3%	-3	-3%	-5	1%	-4%	5%
4: COc1ccccc1-c1ccc(Nc2ccc(C(=O)N3CCOCC3)cc2)nn1
→ -1%	0%	0%	?	-1%	2	-1%	-7	3%	10%	-10%
5: CCc1noc(N)c1C(=O)Nc1ccc(Cl)cc1
→ -2%	9%	6%	0%	-2%	-5	12%	3	5%	-8%	-12%
6: COc1ccc(N2CCN(c3ccc(Cl)nn3)CC2)cc1
→ 2%	1%	-1%	-1%	1%	-4	-10%	2	-2%	4%	0%
7: COc1ccc(CCNC(=O)CN2CCC(C(N)=O)CC2)cc1
→ -5%	3%	0%	0%	0%	-4	1%	24	-1%	-9%	-16%
8: COc1ccc(NC(=O)c2cc(-c3cccnc3)nc3ccc(C)cc23)cc1OC
→ 3%	0%	4%	19%	4%	39	52%[activator]	34	-2%	17%	-2%
9: Cc1ccc(NC(=O)CSc2nnc3ccc(-c4cccnc4)nn23)cc1
→ nt	nt	1%	?	2%	5	nt	0	0%	nt	-1%
10: CCC(Sc1nc2ccccc2s1)C(=O)Nc1cc(C)on1 (stereo not drawn)
→ 0%	1%	?	-18%	-2%	-2	-6%	-1	-2%	16%	4%
11: CCCCNC(=O)CCCCCn1c(=O)[nH]c2cc(OC)c(OC)cc2c1=O
→ -4%	-1%	2%	0%	5%	1	7%	7	-1%	-11%	0%
12: Cc1c(Cl)c([N+](=O)[O-])nn1CCCC(=O)Nc1cccc(O)c1
→ 15%	-2%	2%	1%	2%	4	9%	-2	2%	?	2%
13: COc1ccc(CCNC(=O)CCCn2c(SCC(N)=O)nc3cc4c(cc3c2=O)OCO4)cc1OC
→ -3%	11%	-2%	1%&-7%	nt	nt	-6%	7	1%	0%	-6%
14: Cc1ccc(NC(=O)Nc2cc(Cl)ccc2C2COC(=O)C2=N)cc1 (stereo not drawn)
→ -3%	4%	22%	-10%	5%	-1	-1%	16	22%	7%	-10%
15: Cc1cc(C(=O)Cn2cncn2)c(C)n1CCc1ccc(F)cc1
→ -1%	0%	6%	2%	4%	-2	0%	-4	-1%	-3%	7%
16: Cc1ccc(-c2ccc(CCC(=O)O)n2NC(=O)c2ccco2)cc1
→ 1%	10%	0%	0%	-2%	-4	10%	-5	0%	-9%	-4%
17: O=C(NC1CC1)C1CCN(C2CCN(C(=O)CSc3ccccc3)CC2)CC1
→ 3%	-1%	-2%	4%	4%	4	nt	-4	2%	-2%	8%
18: O=C1C2C3C=CC(C3)C2C(=O)N1c1cccc2ccccc12 (stereo not drawn)
→ nt	3%	30%	6%	-1%	2	10%	2	-1%	6%	0%
19: Cc1ccccc1N1CC(C(=O)O)CC1=O (stereo not drawn)
→ -1%	-1%	11%	6%	2%	0	-9%	-2	6%	-8%	-2%
20: O=C(N/N=C/c1ccc(N2CCOCC2)o1)c1cccc(F)c1
→ 26%	-1%	-4%	?	0%	0	7%	5	-2%	48%[activator]	2%
21: Cn1nc(C(=O)N2CCCc3ccccc32)c2ccccc2c1=O
→ -1%	-1%	-7%	-5%	7%	1	-6%	-4	3%	-3%	12%
22: N#C/C(=C\c1ccc(O)cc1)C(=O)N1CCCC1
→ 0%	-1%	4%	-8%	9%	-10	nt	1	1%	nt	1%
23: COc1ccccc1C1CC(c2ccccc2)=NN1C(=S)Nc1ccccc1 (stereo not drawn)
→ -15%	-2%	5%	-11%	-1%	-3	?	30	-17%	49%[activator]	-9%
24: Cc1nn(C)c(C)c1CN(Cc1nc(CCC(C)C)no1)C(C)C
→ 5%	-2%	-7%	-9%	4%	-2	-10%	-15	0%	-15%	-8%
25: O=c1c2ccc([N+](=O)[O-])cc2ncn1CCOc1ccccc1
→ 11%	0%	-3%	14%	13%	5	-1%	-13	1%	?	-3%
26: Cc1ccc2cc(C#N)c(N3CCCN(S(=O)(=O)c4ccccc4)CC3)nc2c1
→ 10%	5%	-1%	5%	162%[activator]	2	4%	-17	4%	40%[activator]	2%
27: O=C(COc1ncnc2sccc12)Nc1ccc(F)cc1F
→ nt	17%	2%	-15%	-2%	-2	10%	7	0%	-3%	7%
28: O=C(O)c1cc(S(=O)(=O)N2CCOCC2)c(Sc2ccccn2)cc1Sc1ccccn1
→ 0%	4%	-2%	2%	0%	-4	13%	-3	-2%	0%	-7%
29: CC1CCN(c2nc3c(c(=O)[nH]c(=O)n3C)n2Cc2ccccc2)CC1
→ 3%	3%	-1%	?	4%	2	?	5	-1%	-2%	4%
30: CCCCNC(=O)c1ccc(SCC(=O)N(CC)CC)c([N+](=O)[O-])c1
→ 2%	-1%	-4%	-24%	-5%	2	2%	-3	0%	?	7%
31: O=C(O)c1cc2ccccc2c(N=Nc2cccnc2)c1O
→ nt	3%	0%	-11%	1%	-9	?	-13	0%	?	-4%
32: CCCCCCCC1=CC2=CC(=O)C(C)(OC(C)=O)C(=O)C2=CN1CCc1ccccc1 (stereo not drawn)
→ 3%	nt	-1%	3%	nt	nt	?	-5	-2%	40%[activator]	3%
33: CCOC(=O)c1c(C)nc2sc(C(N)=O)c(N)c2c1-c1ccc(OC)cc1
→ -3%	-3%	2%	?	7%	4	4%	2	1%	51%[activator]	-19%
34: O=C(c1ccncc1)N1CCN(c2ccc3ccccc3n2)CC1
→ 5%	1%	-2%	6%	15%	-22	-11%	-16	1%	2%	-10%
35: O=C1Nc2cc(Cl)c(Cl)cc2N(O)N1c1ccccc1
→ -3%	0%	2%	?	0%	-9	-8%	10	-1%	5%	6%
36: CCCCCCCCS(=O)CCC(=O)O (stereo not drawn)
→ -6%	5%	1%	1%	2%	9	-1%	4	2%	-18%	11%
37: S=c1[nH]nc(-c2cc(-c3ccccc3)n[nH]2)n1/N=C/C=C/c1ccccc1
→ 0%	-5%	3%	-16%	-9%	-11	nt	0	2%	nt	-3%
38: CCn1cc([N+](=O)[O-])c(C(=O)N2N=C(c3ccc(OC)cc3OC)CC2c2ccccc2O)n1 (stereo not drawn)
→ -23%	nt	nt	?	-2%	0	-9%	33	-4%	-16%[11.5 µM]	6%
39: CNC(=O)CSc1nc2[nH]ncc2c(=O)[nH]1
→ -2%	7%	1%	3%	-2%	0	-9%	-6	0%	-7%	14%

Ordered by number of heavy atoms (high to low): 3 of the compounds above.
Sequence of screens – PKM2 act	GALK inh	Mito fusion yeast	Chronic BCR inh	ASM inhibitor	hERG WT inh	Menin-MLL TR inh	TSHR antagonist	USP2a block	MBNL1 CUG block	Eya2 phos inh
32: CCCCCCCC1=CC2=CC(=O)C(C)(OC(C)=O)C(=O)C2=CN1CCc1ccccc1 (stereo not drawn)
→ 3%	nt	-1%	3%	nt	nt	?	-5	-2%	40%[activator]	3%
35: O=C1Nc2cc(Cl)c(Cl)cc2N(O)N1c1ccccc1
→ -3%	0%	2%	?	0%	-9	-8%	10	-1%	5%	6%
39: CNC(=O)CSc1nc2[nH]ncc2c(=O)[nH]1
→ -2%	7%	1%	3%	-2%	0	-9%	-6	0%	-7%	14%
